Compound activity: PubChem BioAssay, NCI
All columns: NCI-60 one-dose screen, growth in % after 48 h at 10 µM unless noted; 100 = growth as untreated, 0 = no growth, -100 = all killed.
DU-145 = DU-145 prostate cancer; 4.2% of 81,000 active
HCC-2998 = HCC-2998 colon cancer. 4.7% of 79,000 active
KM12 = KM12 colon cancer cells | 5% of 82,000 active | AID 1794800
OVCAR-8 = OVCAR-8 ovarian cancer. 4.4% of 81,000 active. AID 1794782
OVCAR-3 = OVCAR-3 ovarian cancer. 7% of 79,000 active
OVCAR-5 = OVCAR-5 ovarian cancer; 2.9% of 82,000 active; AID 1794783
PC-3 = PC-3 prostate cancer cells. 3.9% of 80,000 active
SW-620 = SW-620 colon cancer. 5.2% of 82,000 active
OVCAR-4 = OVCAR-4 ovarian cancer cells; 3.7% of 80,000 active; AID 1794784
Starred values were filed as active, the others as inactive; . = not tested or not shown; & = joins results of further samples; ! = not active in a repeat. Rule for the calls: active = growth percent below 10; inactive = the rest. Rows were taken by chance. About 10% of those tested had a hit in this group.

SMILES	DU-145	HCC-2998	KM12	OVCAR-8	OVCAR-3	OVCAR-5	PC-3	SW-620	OVCAR-4
CCOC(=O)C1=NN(c2ccccc2)C(=O)/C1=C\N1C(=O)/C(=C/c2cccc(O)c2)SC1=S	97	100	100	96	106	121	88	98	99
NC(=O)C1(Nc2ccc(-c3ccc(Br)cc3)cc2)CCCC1	94	103	106	90	112	97	83	94	104
O=C(CSc1ccc(-c2ccc(Cl)cc2)nn1)Nc1ccc(Cl)c(C(F)(F)F)c1	80	70	43	76	69	80	72	36	76
S=C(Nc1ccccc1)Nc1ccc(Nc2ncnc3sc4c(c23)CCN(Cc2ccccc2)C4)cc1	101	110	106	100	.	102	85	97	99
Oc1ccccc1C=NCCN1CCN(CCN=Cc2ccccc2O)C1c1ccccc1O (stereo not drawn)	107	104	103	108	104	92	86	99	105
Cc1nn(-c2ccc(F)cc2)c2ncnc(Cl)c12	97	106	99	94	108	112	85	103	101
Cc1ncc(-c2ccc(Cl)s2)c(NC2CCCCCC2)n1	106	96	93	96	100	107	93	107	98
CC(C)CCCC(C)N (stereo not drawn)	119&112	114&106	109&106	109&97	107&119	107&109	95&89	115&109	110&99
Nc1nc2c(c(=O)[nH]1)C(c1ccccc1)C=C(C(=O)O)N2 (stereo not drawn)	117	104	113	108	123	115	108	103	117
COC(=O)C1(CC(=O)c2cccc3ccccc23)NC(=S)NC(=O)C1C#N (stereo not drawn)	121	116	113	117	126	117	97	125	119
O=c1[nH]c(=O)n([C@H]2CC=C(CO)O2)cc1F	64	47	53	61	56	88	83	71	98
O=C(O)c1sc(C(=O)O)c(-c2ccccc2)c1-c1ccccc1	116&126	110&116	106&112	99&99	101&113	105&105	88&103	106&107	102&98
COc1ccc(OC)c(NP2(=O)OCC(C)([N+](=O)[O-])CO2)c1 (stereo not drawn)	111	106	106	103	111	102	100	109	111
CCN(CC)c1ccc(/C=N/NC(=O)c2ccc(NS(C)(=O)=O)cc2)c(O)c1	31	39	15	12	.	46	32	37	31
COc1ccc(-c2nc3ccc(-c4nnc(SCC(=O)Nc5ccc(Cl)cc5)o4)cc3[nH]2)cc1	108	101	98	101	114	100	95	107	99
Nc1cc(Cl)c(O)c(Cl)c1	108	106	107	104	102	94	112	107	114
O=C(O)c1ccc(-n2cc(/C=N/Nc3ccc(Br)cc3)c(-c3ccc(F)c(F)c3)n2)cc1	72	82	60	77	70	86	58	56	81
COC(=O)[C@]1(Cc2ccccc2)[C@H](C)C(=O)N1[C@@H](C(=O)NC(C)(C)C)c1ccc(OC)cc1	110	99	107	99	108	91	74	105	100
ClC(Cl)(Cl)c1nc(Nc2nc(-c3ccccc3)cs2)nc(-c2ccncc2)n1	106	106	107	104	114	106	99	100	98
O=C(c1ccc(-n2c(=O)[nH]c3ccccc3c2=O)cc1)N1CCCCC1	104	118	120	104	102	101	103	98	104
CC(C)(C)OC(=O)CSC#N	104	99	99	107	97	100	100	101	105
COc1cc(-c2nc3nc4sc(C)c(C)c4c(=O)n3[nH]2)cc(OC)c1OC	100	94	77	.	93	96	85	79	94
CO[C@H]1NC(=O)N(S(=O)(=O)c2c(C)cc(C)cc2C)[C@@H]1OC	112	99	106	104	112	105	96	103	104
CN(C)c1ccc2nc3ccc(N)cc3[n+](-c3ccccc3)c2c1	2.3*!	52&15	24&16	-17*!	-18*!	-46*!	7.6*!	-14*!	1.5*!
COc1ccc(Cn2cc3c(c2-c2ccccc2)CCc2cnoc2-3)cc1OC	21	37	29	39	14	76	26	25	42
CC(=O)/C=C/c1ccc(O)cc1	115	106	109	103	125	108	97	102	113
NC(=O)NC(=O)NC(=O)c1ccccc1	107	92	109	96	.	95	76	99	.
CCN(CC)CCCNC(=O)C(c1ccccc1)c1ccccc1	112	118	106	105	109	106	94	100	108
O=C(c1ccccc1)c1nn(-c2ccccc2)/c(=N/N=Cc2cn(-c3ccccc3)nc2-c2cc3ccccc3oc2=O)s1	104	106	94	95	97	103	90	102	95
COc1cc(C2C=C(C)N=C3SC=CN32)cc(OC)c1OC (stereo not drawn)	112	106	111	103	.	109	95	111	108
CCOC(=O)/C=C\c1ccc(OC)cc1	96	103	111	105	120	98	98	107	115
COc1cc(-c2nc(NC(C)=O)sc2-c2ccnc(NCCNS(=O)(=O)c3ccccc3)n2)ccc1Cl	53	73	26	38	26	85	16	33	62
CCOC(=O)C(C(=O)OCC)(C1CCCCCC1)N1CCCCC1	118	106	107	108	122	107	102	101	95
CC(C)Sc1nc(-c2ccc(F)cc2)c(C#N)c(=O)[nH]1	115	89	104	101	117	106	109	102	107
O=C(COc1ccc(Cl)cc1)N1N=C(c2ccccc2)CC1(O)c1cc(F)c(Cl)cc1Cl (stereo not drawn)	115	79	105	92	100	77	86	99	146
C[C@]12CC[C@@H]3c4ccc(O)cc4CC[C@H]3[C@@H]1CC[C@@H]2NS(=O)(=O)c1cccc(F)c1	79	92	50	68	64	102	41	86	60
C=CCn1c(C)nc2ccc(Nc3nc(Cl)nc4ccccc34)cc21	107	100	103	96	98	108	80	99	90
O=c1[nH]c(=S)[nH]cc1Oc1ccc(Cl)cc1	110&124	109&100	123&113	102	108&125	105&104	93&95	108&112	112&102
O=C(O)c1ccccc1C(=O)c1cc(O)ccc1O	101	101	98	103	100	93	100	95	111
CCN(CC)C(=O)c1cccc(OC)c1OC	111	109	104	101	109	117	100	108	111
COc1ccc(NC(=O)CC[C@H](NC(=O)OC(C)(C)C)C(=O)OC(C)(C)C)cc1C(=O)Nc1cccc(C2CC(=O)c3c(cc(OC)c(OC)c3OC)O2)c1 (stereo partly drawn)	111	118	101	70	112	112	82	118	83
COC1=C(c2ccccc2)C(=O)C(OC)=C(c2ccccc2)C1=O	117	94	99	100	73	119	96	99	60
CC(CCO)CC(C)(C)C (stereo not drawn)	108	98	107	102	107	113	93	107	103
CSc1nc(Cl)cc(-c2ccccc2)n1	118	102	111	117	113	107	103	107	127
N#Cc1c(-c2c[nH]c3ccccc23)cc(-c2c[nH]c3ccccc23)[nH]c1=O	105	95	96	95	.	101	82	101	96
Cc1cc(C)c(O)c(N)c1	91	101	98	93	83	118	67	95	83
O=C1N(Cc2cccc3ccccc23)c2ccccc2C12NN=C(c1ccccc1)S2 (stereo not drawn)	74	93	63	77	81	80	43	79	82
Cc1ccc(C(=O)Nc2ccc(CN3CCN(C)CC3)c(C(F)(F)F)c2)cc1C#Cc1cnc2cccnn12	-100*	-92*	-91*	-96*	-96*	-82*	-64*	-88*	-76*
CN1CCN(c2ccc3nc(-c4c5cccccc-5[nH]c4=O)[nH]c3c2)CC1	102	.	17	70	111	84	82	72	92
COc1ccc(NC(=O)c2cc(-c3nc4ccccc4s3)c(=O)n(NS(=O)(=O)c3ccc(Cl)cc3)c2N)cc1	106	107	96	101	101	96	95	93	93

13 structures out of the list, ordered by molar mass, highest first:
SMILES	DU-145	HCC-2998	KM12	OVCAR-8	OVCAR-3	OVCAR-5	PC-3	SW-620	OVCAR-4
COc1ccc(NC(=O)CC[C@H](NC(=O)OC(C)(C)C)C(=O)OC(C)(C)C)cc1C(=O)Nc1cccc(C2CC(=O)c3c(cc(OC)c(OC)c3OC)O2)c1 (stereo partly drawn)	111	118	101	70	112	112	82	118	83
COc1ccc(NC(=O)c2cc(-c3nc4ccccc4s3)c(=O)n(NS(=O)(=O)c3ccc(Cl)cc3)c2N)cc1	106	107	96	101	101	96	95	93	93
Cc1ccc(C(=O)Nc2ccc(CN3CCN(C)CC3)c(C(F)(F)F)c2)cc1C#Cc1cnc2cccnn12	-100*	-92*	-91*	-96*	-96*	-82*	-64*	-88*	-76*
O=C(COc1ccc(Cl)cc1)N1N=C(c2ccccc2)CC1(O)c1cc(F)c(Cl)cc1Cl (stereo not drawn)	115	79	105	92	100	77	86	99	146
C[C@]12CC[C@@H]3c4ccc(O)cc4CC[C@H]3[C@@H]1CC[C@@H]2NS(=O)(=O)c1cccc(F)c1	79	92	50	68	64	102	41	86	60
O=C1N(Cc2cccc3ccccc23)c2ccccc2C12NN=C(c1ccccc1)S2 (stereo not drawn)	74	93	63	77	81	80	43	79	82
CN1CCN(c2ccc3nc(-c4c5cccccc-5[nH]c4=O)[nH]c3c2)CC1	102	.	17	70	111	84	82	72	92
N#Cc1c(-c2c[nH]c3ccccc23)cc(-c2c[nH]c3ccccc23)[nH]c1=O	105	95	96	95	.	101	82	101	96
COC1=C(c2ccccc2)C(=O)C(OC)=C(c2ccccc2)C1=O	117	94	99	100	73	119	96	99	60
O=c1[nH]c(=S)[nH]cc1Oc1ccc(Cl)cc1	110&124	109&100	123&113	102	108&125	105&104	93&95	108&112	112&102
CSc1nc(Cl)cc(-c2ccccc2)n1	118	102	111	117	113	107	103	107	127
CC(CCO)CC(C)(C)C (stereo not drawn)	108	98	107	102	107	113	93	107	103
Cc1cc(C)c(O)c(N)c1	91	101	98	93	83	118	67	95	83

Going on with the list.
SMILES	DU-145	HCC-2998	KM12	OVCAR-8	OVCAR-3	OVCAR-5	PC-3	SW-620	OVCAR-4
COc1ccc2nc(-c3ccc(-n4c(=O)c5cccnc5n(-c5ccccc5)c4=O)cc3)sc2c1	106	98	102	100	110	111	101	105	105
COC(=O)c1cc(C(C)=O)ccc1O	114	104	110	103	117	110	93	114	109
Cn1cnc2ncnn2c1=S	108	117	102	103	119	104	94	114	127
Cn1ccnc1C(=O)/C=C/c1ccc(NC(=O)c2ccc(S(F)(F)(F)(F)F)cc2)cc1	41	100	74	60	65	91	51	55	37
C#CCN1CCC[C@H]1C(=O)NCC(=O)OC	108	108	96	100	110	105	94	98	107
O=C1C(Cl)=C(Cl)C(=C2C(Cl)=C(Cl)C(=O)C(Cl)=C2Cl)C(Cl)=C1Cl	.	101	.	98	.	115	89	111	98
O=C(O)C1OCC2(CO1)COC(C(=O)O)OC2 (stereo not drawn)	106	108	109	111	108	102	.	104	99
CCn1c(SCC(=O)Nc2nc3ccc(F)cc3s2)nnc1-c1cccnc1Nc1cc(OC)c(OC)c(OC)c1	112	113	111	102	115	96	94	111	110
O=C(N/N=C/c1ccc(O)cc1O)c1cccnc1	48	35	58	-8.4*	20	78	53	45	33
CC(=O)Nc1nc(-c2n[nH]c(=S)n2-c2ccccc2)cs1	104	107	97	103	116	103	95	108	106
COC(=O)[C@H](Cc1ccccc1)NC(=O)C1(C)CCC[C@]2(C)[C@H]3C[C@H]4C(C(C)C)=C[C@]3(CC[C@@H]12)[C@@H]1C(=O)OC(=O)[C@@H]14 (stereo partly drawn)	107	96	94	96	97	94	89	95	98
COc1ccc(NC2=NC(C)(CO)CS2)cc1 (stereo not drawn)	120	104	104	74	112	103	82	104	98
Cc1nc(N)[nH]c(=O)c1[N+](=O)[O-]	111	112	99	105	108	99	98	108	115
O=C(O)C(=Cc1c2ccccc2cc2ccccc12)C(=O)O	118	100	109	104	118	112	97	105	117
COc1ccc(-c2cc(-c3ccccc3)nc3nc(NC(C)=O)nn23)cc1	112	102	108	99	126	113	108	107	112
CCOC(=O)c1csc(NC(=O)C(C)Sc2nc3sc4c(c3c(=O)n2-c2ccc(Cl)cc2)CCCC4)n1 (stereo not drawn)	92	99	102	87	116	84	71	101	91
O=C(O)COc1ccc(F)cc1	109	103	103	102	107	109	96	112	116
C1COC2OCCOC2O1 (stereo not drawn)	104	89	97	108	103	99	109	92	100
CC(=O)c1c(C)nc(SCC(=O)Nc2ccccc2)n1-c1ccc(Cl)cc1	110	106	105	97	110	97	89	92	108
CSc1nc(N)c(C=O)c(=O)n1C	114	107	113	104	112	107	.	109	104
CN1CCc2c(sc3nc4n(-c5ccc(Cl)cc5)c(=O)[nH]n4c(=O)c23)C1	103	102	100	93	106	115	.	109	109
C/C(=N/NC(N)=S)c1sc(Nc2ccc(C)cc2)nc1C	105	128	105	103	115	112	101	104	105
Cc1cc2c3ccc(C)[n+](C)c3ccc2n1C	47	22	5.8*	30	47	68	8.7*	15	63
Nc1cc(S(=O)(=O)c2ccc(N3CCCCC3)c(N)c2)ccc1N1CCCCC1	100&104	96	92&99	84&90	76&88	108&106	88&71	90&95	66&70
BrCCCOc1ccc(Nc2ncnc3c2cnn3-c2ccccc2)cc1	108	108	89	93	97	104	.	114	93
CCOC(=O)CN1CC(C)(C)N(CC(=O)OCC)CC1(C)C	104	101	114	110	113	100	105	111	.
CN(C)Cc1ccccc1	107	109	107	113	114	99	.	109	109
CCOC(=O)C1=C(N)N(c2ccc(Cl)cc2)C2=C(C(=O)CC(C)(C)C2)C1c1ccc(N2CCOCC2)cc1 (stereo not drawn)	99	103	107	100	102	106	92	107	105
CN(C)c1nc2c(N)ncnc2n1C1OC(CO)C(O)C1O (stereo not drawn)	118	110	105	107	108	98	94	109	123
CC12CCC(C(=O)C1)C1(C)CCCC(=O)C21 (stereo not drawn)	109	113	107	107	112	101	97	103	108
O=C1C(SCc2ccc(F)cc2)=C(Cl)CN1c1ccccc1	108	105	104	104	.	102	107	108	108
Cc1nnc2n(Cc3ccccc3)c(=O)c3c4c(sc3n12)CCCC4	122	102	139	42	149	96	98	122	120
NS(=O)(=O)c1ccc(C(=O)N=Nc2c(O)[nH]c3ccc([N+](=O)[O-])cc23)cc1	105	95	85	103	107	106	99	100	110
O=c1[nH]c2ccccc2c(=O)c2ccccc12	107	107	99	103	105	101	101	107	123
COc1cc(/C=C2\CCC/C(=C\c3ccc(OCC4CO4)c(OC)c3)C2=O)ccc1OCC1CO1 (stereo not drawn)	7.1*	.	-0.6*	0.5*	-23*	86	51	-23*	47
COc1cc(C(=O)NNC(=O)c2cc(OC)c(OC)c(OC)c2)ccc1O	75	82	79	67	83	111	67	83	96
COc1ccc(C(C)=C(c2ccc(OCCN3CCCC3)cc2)c2ccc(OCCN3CCCC3)cc2)cc1	114	109	108	104	114	111	96	121	104
O=C(CC1(O)C(=O)Nc2c(Cl)cc(Cl)cc21)c1cccc([N+](=O)[O-])c1 (stereo not drawn)	108	109	99	100	96	101	87	92	87
